hcDAF12 agonist: activators of H. contortus DAF-12 nuclear receptor; HEK293 hcDAF-12 lit1-tk-luc reporter, luminescence; 0% DMSO, 100% Δ7-dafachronic acid; activation, % at 6.8 µM; AID 652067; 1.4% of 370,000 active;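 active = activation above the mean of all tested compounds plus 3 SD, cut at about 5.5% in these data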;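 also: 100% = response to 3 µM Δ7-dafachronic acid high control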
DAX1 inh-1: inhibitors of human orphan nuclear receptor DAX1 (NR0B1); AID 504766; inhibition, % at 6.75 µM; HEK293 Gal4-DAX1 luciferase reporter, luminescence; 0.99% of 340,000 active; P51843;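 active = inhibition above the mean over all tested compounds plus 3 SD, cut at about 4.2% in these data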;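 also: 0% = DAX1-transfected cells with DMSO and 100% = empty-vector control cells with DMSO; inhibition shows as a rise in luminescence from relieved DAX1 repression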
Target sequence (P51843 207-470 limits assumed): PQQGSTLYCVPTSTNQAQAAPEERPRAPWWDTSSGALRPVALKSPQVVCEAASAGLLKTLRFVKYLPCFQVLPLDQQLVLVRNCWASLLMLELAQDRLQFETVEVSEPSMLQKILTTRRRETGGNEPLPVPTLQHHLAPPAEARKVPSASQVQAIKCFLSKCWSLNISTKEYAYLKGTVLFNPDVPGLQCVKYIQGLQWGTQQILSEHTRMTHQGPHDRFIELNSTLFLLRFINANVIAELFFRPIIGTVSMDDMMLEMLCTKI
hgDAF12 agonist: agonists of H. glycines DAF-12 nuclear receptor; activation, % at 6.8 µM; AID 687014; HEK293 GAL4-hgDAF12 UAS-luciferase reporter, agonist luminescence; normalized to butyrate control; 1.8% of 370,000 active;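 active = activation above a cutoff set at the mean of all screened compounds plus 3 SD, cut at about 10% in these data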;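 also: 0% = DMSO wells and 100% = sodium butyrate wells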
DAX1 inh-2: blocks DAX1 repression of SF-1 activated StAR promoter | HEK293T StAR-luciferase reporter, SF-1/DAX-1 repression relief | inhibition, % at 6.8 µM | 1.1% of 370,000 active | AID 652010;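 active = inhibition above the mean over all tested compounds plus 3 SD, cut at about 3.6% in these data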;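 also: 0% = DAX-1 cells with DMSO and 100% = cells lacking DAX-1 with DMSO; higher inhibition means more luminescence from relief of DAX-1 repression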
ssDAF12 agonist: activates DAF-12 receptor from parasite S. stercoralis | activation, % at 6.8 µM | HEK293 ssDAF-12/GRIP1 lit1-tk-luc reporter, luminescence; % of 3 µM dafachronic acid response | 1% of 370,000 active;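 active = activation above the mean over all tested compounds plus 3 SD, cut at about 0.9% in these data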;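 also: 0% = DMSO-only wells and 100% = 3 µM delta7-dafachronic acid wells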
NPR2 activator: GC-B (human) receptor activation; P20594; 0.11% of 370,000 active; HEK293-GC-B cells, CNP EC30, cGMP TR-FRET; 0% at EC30 CNP, 100% saturating CNP; activation, % at 10 µM;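 active = activation at 10 µM reaching about 35% in either raw or pattern-adjusted values, limit read from the data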
SMARCA2 activ: SMARCA2 function activation, primary screen | 1% of 370,000 active | AID 652017 | MG213 cells, MMTV-luciferase reporter, dexamethasone, overnight | activation, % at 9.1 µM; in the data active = activation above about 7.8%;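 also: 0% = vehicle wells and 100% = reference activator wells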
FXN GAA850 act: frataxin GAA850 promoter activation; HEK293 lucGAA850 FXN promoter luciferase reporter, 24 h; percent of 10 µM SAHA response; activation, % at 6 µM; 0.56% of 360,000 active;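 active = activation above the average of all compounds screened plus 3 SD, cutoff fixed separately per campaign, cut at about 7.5% in these data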;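 also: 0% = DMSO wells and 100% = 10 µM SAHA wells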
proKLK7 act: activators of human kallikrein-7 zymogen; P49862; purified proKLK7, EDANS-DABCYL substrate fluorescence; 100% is mature enzyme control, 0% vehicle; activation, % at 7 µM; 0.9% of 370,000 active; AID 652039;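 active = activation above the mean of all tested compounds plus 3 SD, computed per campaign excluding outliers beyond control limits, cut at about 13% in these data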
Target sequence (P49862 whole entry, looked up): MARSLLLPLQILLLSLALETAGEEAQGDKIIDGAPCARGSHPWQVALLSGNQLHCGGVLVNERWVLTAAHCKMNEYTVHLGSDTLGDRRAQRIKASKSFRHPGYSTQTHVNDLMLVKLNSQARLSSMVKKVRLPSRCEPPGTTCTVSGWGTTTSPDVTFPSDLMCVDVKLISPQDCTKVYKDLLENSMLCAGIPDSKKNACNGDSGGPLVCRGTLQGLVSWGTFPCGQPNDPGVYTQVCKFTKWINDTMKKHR
NPR1 activator: GC-A (human) enzyme activation; P16066; HEK293 GC-A cells, cGMP TR-FRET, EC30 ANP; 0% at EC30 ANP, 100% saturating ANP; activation, % at 10 µM; 0.14% of 370,000 active; AID 1671463; in the data active = activation above about 40%
HGIII-sPLA2 inh: Blocks human group III sPLA2 activity. inhibition, % at 12.2 µM. Q9NZ20. 0.56% of 370,000 active. AID 743126. QFRET BODIPY PC-A2 liposome hydrolysis, fluorescence;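 active = inhibition above mean plus 3 SD of compounds lying within the high and low control bounds, cut at about 19% in these data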;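 also: 0% = median of test compound wells and 100% = no enzyme DMSO wells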
Target sequence (Q9NZ20 whole entry, looked up): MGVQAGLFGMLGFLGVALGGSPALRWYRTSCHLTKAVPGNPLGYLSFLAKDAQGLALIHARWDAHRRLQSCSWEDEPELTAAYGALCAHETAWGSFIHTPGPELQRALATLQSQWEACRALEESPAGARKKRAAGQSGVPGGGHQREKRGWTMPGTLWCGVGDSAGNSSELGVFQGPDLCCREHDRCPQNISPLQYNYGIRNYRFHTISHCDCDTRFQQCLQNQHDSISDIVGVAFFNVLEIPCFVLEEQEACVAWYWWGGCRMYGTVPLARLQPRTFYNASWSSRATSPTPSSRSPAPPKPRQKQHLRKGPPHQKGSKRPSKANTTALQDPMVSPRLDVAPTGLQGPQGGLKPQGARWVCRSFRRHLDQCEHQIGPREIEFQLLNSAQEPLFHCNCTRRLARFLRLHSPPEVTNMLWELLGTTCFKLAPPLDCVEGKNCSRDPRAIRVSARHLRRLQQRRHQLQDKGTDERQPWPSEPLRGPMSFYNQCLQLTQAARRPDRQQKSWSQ
An asterisk follows results filed as active; / = not tested or not shown; & = joins results of further samples.

SMILES	hcDAF12 agonist	DAX1 inh-1	hgDAF12 agonist	DAX1 inh-2	ssDAF12 agonist	NPR2 activator	SMARCA2 activ	FXN GAA850 act	proKLK7 act	NPR1 activator	HGIII-sPLA2 inh
CC(NC(=O)c1cccc(N(C)C)c1)c1ccc(-n2ccnc2)cc1 (stereo unspecified)	-0.3	0.7	0.6	-0.1	0.2	5	-1	1.5	-0.2	2	-1
Cc1ccc(Cl)c(OCC(=O)Nc2ccc(S(=O)(=O)NC3=NCCCCC3)cc2)c1	-1.3	-1.0	-1.8	1.1	-1.0	5	-2	-1.4	0.5	-2	-14
COc1cc2c(cc1NC(=O)c1ccc3c(c1)OCO3)oc1ccccc12	-0.5	2.5	-0.5	1.0	-1.0	-1	2	2.2	-0.6	-1	4
Cc1ccc(N2CC(C(=O)N3CCN(c4ccccc4)CC3)CC2=O)cc1 (stereo unspecified)	-0.4	0.1	2.5	-0.5	-1.3	2	7	0.7	0.1	4	-5
CC1CCN(S(=O)(=O)c2cccc3cccnc23)CC1	-2.9	1.2	1.9	0.3	-1.1	-5	0	0.3	-0.2	1	-1
CC(C)CCN(C(=O)Cc1ccc(Cl)c(Cl)c1)c1c(N)n(Cc2ccccc2)c(=O)[nH]c1=O	-0.9	0.1	-0.4	0.3	-0.6	-6	0	0.8	1.4	-7	-7
Cc1cccc(-c2nnc(SCC(=O)c3ccc(O)cc3O)n2C)c1	-1.1	-0.9	0.3	-0.2	-1.1	-2	-2	-0.2	0.2	-3	-9
CC(=O)Nc1ccc(C2=NNC(=Nc3ccc(S(=O)(=O)N4CCOCC4)cc3)SC2)cc1	-1.0	-0.3	3.8	-1.4	-1.6	-1	0	-0.6	-0.5	3	-8
O=C(CSc1nnc(C2CCCCC2)n1-c1ccccc1)NCc1ccco1	-0.5	-0.8	-0.6	-1.1	-1.5	-9	-3	-0.6	0.1	-15	-2
COc1ccc(CN2CCCCCC2)cc1Br	-2.8	2.7	0.6	0.8	-0.6	1	-3	-1.3	1.0	-3	1
C/C(=N\NC(=O)c1nnn(-c2nonc2N)c1-c1ccc2c(c1)OCO2)c1cccs1	0.8	0.5	3.4	0.0	-0.6	-1	-3	-0.5	0.1	-4	2
CCN(CC)S(=O)(=O)c1ccc(N2CCCC2)c(NC(=O)Cc2ccc(OC)cc2)c1	-0.8	-1.0	-4.5	-1.2	-2.1	7	-3	5.6	-0.8	0	-3
CCN(Cc1ccncc1)S(=O)(=O)c1ccc(C(C)=O)cc1	-1.4	-1.5	-3.6	-1.6	-1.7	2	-3	-0.4	-1.1	-3	-3
Cc1ccsc1C(=O)N1CCC1(C)C(=O)Nc1cccc(C#N)c1 (stereo unspecified)	-1.1	/	-3.0	-3.0	-1.3	1	-1	-1.5	0.0	2	-4
COc1ccc2cc(S(=O)(=O)NC3CC(C)(C)NC(C)(C)C3)ccc2c1	0.3	-0.2	-0.1	1.3	-0.3	-1	-1	0.2	-0.4	2	-4
CCc1nnc(NS(=O)(=O)c2ccc(NC(=O)c3ccc(C#N)cc3)cc2)s1	-0.6	0.7	1.7	0.1	-1.2	4	-2	-0.1	-0.3	2	-44
CCNC(=O)N1CCN(c2ccc(N3CCN(Cc4ccccc4)[C@H](C)C3)c(C)c2)[C@H](C)C1	-2.4	/	-3.3	-1.0	-1.6	3	-2	/	0.6	4	8
CCCCNC(=O)/C(=C\c1ccc([N+](=O)[O-])o1)NC(=O)c1ccccc1	-0.5	-1.8	-2.4	-0.8	-1.2	0	-2	0.6	-0.3	-4	-1
O=C(CN1CCC(C(=O)c2ccc3c(c2)OCCO3)CC1)Nc1ccccc1F	-1.0	-1.4	-0.5	-0.3	-1.5	-1	-3	-1.1	0.7	0	-4
O=[N+]([O-])c1ccc(S(=O)(=O)N/N=C/c2ccsc2)cc1	2.8	0.7	4.2	1.1	-0.8	5	6	0.1	-0.4	2	-2
O=C(NCCc1ccncc1)Nc1ccc(Cl)c(Cl)c1	-1.7	0.5	1.0	-0.3	-1.1	-2	-1	-2.1	0.2	-5	-9
CN(CC(=O)N1CCCc2c1c(=O)oc1ccc(O)cc21)Cc1ccccc1	-0.4	0.9	-1.2	-0.6	-1.4	-4	-1	-1.7	0.6	2	-25
Cc1noc2ncnc(Oc3ccc(F)cc3)c12	-1.9	-0.2	-0.2	-0.2	-1.3	8	2	1.3	-0.6	-2	1
COc1cc(NC(=O)COc2ccccc2[N+](=O)[O-])ccc1NC(=O)c1cccs1	-0.5	0.1	3.7	0.4	-0.9	6	1	7.1	0.8	0	4
O=C1C(=NO)C(c2ccccc2)Oc2ccccc21 (stereo unspecified)	-1.6	0.1	-3.0	0.3	-0.7	4	1	1.4	1.7	1	-66
O=C(N/N=C/C(Br)=C/c1ccccc1)c1ccncc1	-1.7	-0.5	-1.9	-0.6	-0.6	-5	-4	5.3	-0.3	-4	-3
Cc1cc(NC(=O)COc2cccc3cccnc23)no1	-0.3	/	3.6	-0.1	-1.4	-1	5	/	0.4	-4	3
Cc1cc(C)c2cccc(NC(=S)NC(=O)c3ccccc3)c2n1	1.3	-0.2	-0.8	-0.1	-0.5	-2	-1	5.3	-0.8	-11	14
O=S(=O)(c1ccc2c(c1)CCCN2)N1CCCC2CCCCC21 (stereo unspecified)	-1.1	0.5	-3.8	-0.7	-1.2	8	-3	2.2	-0.1	4	6
COc1ccc(-c2ccc(-c3cc(=O)oc4cc(OC)c(OC)c(OC)c34)cc2)cc1OC	-2.1	0.8	2.6	1.9	-1.1	3	0	0.6	0.5	3	2
COC(=O)c1c(NC(=O)COC(=O)c2ccc(C)s2)sc2c1CCCCC2	0.2	2.3	-0.1	0.1	-0.4	10	2	4.3	0.5	0	3
CCC(c1nc2ccccc2c(=O)n1-c1cccnc1)N1C(=O)c2ccccc2C1=O (stereo unspecified)	0.9	-0.7	-0.6	2.1	-1.8	0	0	-1.2	-0.1	-5	-1
CCC(CC)NC(=O)c1nn(Cc2ccccc2)c(=O)c2ccccc12	-2.3	0.1	-0.8	-0.3	-0.9	5	0	1.2	-0.1	6	4
CC1(C)CC(=O)c2cnc(NCc3ccco3)nc2C1	0.8	1.3	2.7	-0.3	-1.1	0	1	1.2	-0.1	-3	-3
CSCCC(NC(=O)c1ccccc1)C(=O)NCCCSc1ccccc1 (stereo unspecified)	-1.1	-0.4	-0.4	-0.9	-0.8	-3	-2	-1.4	0.5	-1	2
CCCCNc1c(-c2ccc(OC)c(SC3CCCCC3)c2)nc2ccc(C)cn12	-2.6&-2.6	-2.5	-3.4&-1.8	-0.8&-1.5	-1.7&-2.0	10&8	-2&-7	-1.1	-59&-63	13&12	1&11
O=C(NCC(c1cccnc1)N1CCN(c2ccccc2)CC1)c1ccc2c(c1)OCO2 (stereo unspecified)	-0.7	-0.2	-1.0	-0.2	-1.4	5	0	0.3	-0.3	-3	1
CCN1CCN(c2ccc(S(=O)(=O)N3CCOCC3)cc2NC(=O)CCOc2ccccc2)CC1	-1.6	-0.6	1.8	0.1	-0.6	2	-3	-0.3	0.0	0	-5
CCOC(=O)N1CCC(NC(=O)c2cc(-c3ccc(OC)cc3)nc3ccccc23)CC1	-0.8	0.3	1.6	-0.5	-0.9	2	0	1.8	-35	0	2
COc1cc(-c2nnc(COC(=O)c3ccc([N+](=O)[O-])o3)o2)cc(OC)c1OC	-1.5	0.6	-3.1	-0.1	-1.1	-5	-3	-1.4	0.4	-2	8
Cn1c(=O)[nH]c(=O)c2c1nc(Br)n2CCOc1ccccc1	0.4	-0.9	1.3	-1.2	-1.0	-5	3	2.2	-0.2	1	7
Fc1ccc(-n2c(-c3ccc4ccccc4n3)n[nH]c2=S)cc1	2.2	6.3*	1.3	-0.3	0.1	-6	-3	2.8	-0.1	0	13
CC(CC(=O)Nc1cc(S(=O)(=O)N2CCOCC2)ccc1OCC(F)(F)F)c1ccccc1 (stereo unspecified)	-1.7	0.3	-1.7	-0.9	-1.1	3	-1	1.9	-0.2	-5	1
O=C(COc1ccccc1)NCCSCc1ccco1	-1.3	-1.1	-1.2	-0.4	-0.8	-2	-2	1.9	0.3	-1	2
Cc1cc(O)cc2c1O[C@@](C)(CCC[C@@H](C)CCC[C@@H](C)CCCC(C)C)CC2	0.1	1.2	1.7	-0.3	-0.6	-3	3	0.0	0.3	-9	-2
CCc1cccc2cc3c(N)c(C(=O)Nc4ccc(S(=O)(=O)N5CCCC5)cc4)sc3nc12	-5.3	-3.0	-4.5	-1.2	-1.7	1	0	1.3	119*	10	-15
O=C(COC(=O)C12CC3CC(CC(C3)C1)C2)Nc1ccc(OC(F)F)cc1	-0.1	-0.2	-0.7	0.6	-1.2	5	-2	-0.7	-0.3	4	-21
COc1ccc(OC)c(C2=CC(=O)C[C@H](c3ccc4c(c3)OCO4)C2)c1	-1.3	-1.3	2.2	-1.9	-0.7	12	-1	-3.2	0.0	34	-4
Cn1ccc(-c2ccccc2)n1	-1.7	1.6	-1.5	-0.4	-1.6	1	-1	1.6	0.1	3	7
CN(C(=O)CSc1nnc(-c2cccs2)n1N)c1ccccc1	0.4	0.2	-0.9	0.0	-1.0	-6	-3	0.9	-0.6	0	13
CCOc1ccc(CCNC(=O)CN2C(=O)CCSc3ccccc32)cc1	-1.4	1.2	-1.4	-0.7	-1.1	2	-3	1.2	0.3	4	-1
O=c1[nH]c(CSc2nnc(Nc3ccccc3)s2)nc2ccccc12	-0.7	1.9	-1.0	0.6	-1.5	0	0	0.9	-0.1	-4	-1
COc1ccccc1NC(=O)c1ccc2c(c1)N(CC(=O)NC(C)(C)C)C(=O)C(C)(C)O2	-2.2	-0.3	-0.5	0.1	-0.2	0	-3	-1.2	0.0	0	1
CC1CCCCC1NC(=O)CN1CCC(O)(c2ccc3c(c2)OCO3)CC1 (stereo unspecified)	-0.7	1.0	0.9	0.6	-1.7	-4	8.4*	0.9	0.1	5	-1
COc1ccccc1N(CC(=O)NCCSc1ccccn1)S(=O)(=O)c1ccccc1	-3.0	-1.8	-0.4	-0.6	-1.6	-6	-1	1.0	0.1	1	2
COc1ccccc1C1=CC(=O)C[C@H](c2ccc(Cl)cc2)C1	-1.7	0.1	-1.0	-0.6	-1.6	2	5	1.6	-1.5	6	-3
Cc1nc2c3ccccc3[nH]c(=O)n2n1	0.3	-1.6	3.2	0.6	-1.0	-4	-2	-1.9	-0.3	7	4
COc1ccc(N2CCN(C(=S)Nc3cc(C)ccc3C)CC2)cc1	-1.6	0.1	-3.1	-0.1	-1.3	/	-3	0.5	-0.7	/	21*
Cc1ccc(NC(=O)C2CCN(C(=O)[C@@H]3Cc4ccccc4CN3)CC2)cc1	0.5	1.2	4.3	0.6	0.3	-2	3	2.1	0.3	2	-3
